TR SRC2 fluor cs – counter-screen for TRb-SRC2 inhibitors: fluorescence interference; TRb/SRC2 Texas Red total fluorescence interference; Potency, µM (doses to about 106 µM), for inactives: at the highest dose fluorescence change, negative = quenching; AID 1479; 0.29% of 280,000 active; active = well fitted curve in either direction with a large enough effect; inconclusive = small, poorly fitted or top-dose-only effect
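Human TRb ligand-binding domain at 0.6 uM with 20 nM Texas Red SRC2 peptide in Tris buffer containing 1 uM T3 and 5% DMSO, incubated with compound 5 h at ambient temperature. Total fluorescence (555/632 nm) calculated as parallel + 2 × perpendicular.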
RGS12 GoLoco inh – blocks human Gai1 binding to RGS12 GoLoco peptide, red readout; Gai1:RGS12 GoLoco peptide FP, rhodamine, 10 min; Potency, µM (series often up to 61.6 µM), for the others: top-dose activity, negative = inhibition, actives largely listed as inhibitors; P63096; 0.44% of 230,000 active; active = well fitted inhibition curve with a large enough effect, not every such curve was filed as active; inactive = no such curve, though single readings can be large or run the other way; also: nearly all actives have a fitted effect of over 30% in size; many of its hits are not listed in these tables
RECQ1 inh – blocks DNA unwinding by human RECQ1. Potency, µM (doses to about 57.3 µM), for inactives: at the top dose activity, negative = inhibition, hits mostly inhibitors. RECQ1 DNA unwinding, red fluorescence kinetic read. P46063. 0.54% of 240,000 active. AID 2549;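 also: plate controls were vehicle for no effect and no enzyme for full effect; nearly all actives have a fitted effect of over 30% in size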
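RECQ1T1 50 nM; forked duplex (20 bp + 30-nt ss tails) 200 nM, ATP 2 mM final; pH 8.0, 2 mM MgCl2, 2.5 ug/ml poly(dI-dC); 15 min compound preincubation; discontinuous kinetic read over 2 h at RT.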
L3MBTL1 block – inhibitors of human L3MBTL1; AlphaScreen L3MBTL1–H3K9me1 peptide binding; AID 485360; Potency, µM (top dose mostly 57.1 µM), for inactives: at the top dose activity, negative = inhibition, actives largely listed as inhibitors; 0.66% of 230,000 active; also: nearly all actives have a fitted effect of over 60% in size
Target sequence (Q9Y468 whole entry, looked up): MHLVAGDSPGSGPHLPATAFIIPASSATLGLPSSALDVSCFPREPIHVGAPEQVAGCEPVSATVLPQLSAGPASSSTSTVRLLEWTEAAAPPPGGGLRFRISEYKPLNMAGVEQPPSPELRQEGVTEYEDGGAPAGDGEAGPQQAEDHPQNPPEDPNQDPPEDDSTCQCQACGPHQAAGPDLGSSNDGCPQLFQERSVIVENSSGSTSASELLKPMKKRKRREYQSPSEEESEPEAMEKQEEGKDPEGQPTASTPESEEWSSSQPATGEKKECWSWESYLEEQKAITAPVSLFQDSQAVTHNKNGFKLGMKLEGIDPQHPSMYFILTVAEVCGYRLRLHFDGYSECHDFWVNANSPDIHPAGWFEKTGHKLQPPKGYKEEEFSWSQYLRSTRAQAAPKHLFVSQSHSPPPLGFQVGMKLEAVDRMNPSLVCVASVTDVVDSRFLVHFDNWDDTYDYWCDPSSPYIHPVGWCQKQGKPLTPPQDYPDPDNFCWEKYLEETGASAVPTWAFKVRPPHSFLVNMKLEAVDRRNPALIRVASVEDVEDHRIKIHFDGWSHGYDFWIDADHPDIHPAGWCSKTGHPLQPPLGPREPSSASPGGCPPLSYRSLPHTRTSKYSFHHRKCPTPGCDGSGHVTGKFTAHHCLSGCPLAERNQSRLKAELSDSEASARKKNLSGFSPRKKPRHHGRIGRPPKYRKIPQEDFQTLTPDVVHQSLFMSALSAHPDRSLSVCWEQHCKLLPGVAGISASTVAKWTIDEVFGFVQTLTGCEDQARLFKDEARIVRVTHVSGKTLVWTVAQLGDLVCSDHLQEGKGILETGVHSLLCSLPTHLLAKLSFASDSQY
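L3MBTL1 50 nM + b-AHA-H3(1-15)K9me1 75 nM, 30 min RT; compound added, 30 min RT; streptavidin donor/Ni-chelate acceptor beads 10 ug/mL each final, 30 min RT dark; AlphaScreen read.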
aGlu spleen mod – inhibitors or activators of human alpha-glucosidase in spleen homogenate; human spleen homogenate, 4-MU-alpha-glucoside fluorescence; 0.006% of 240,000 active; Potency, µM (doses to about 79.9 µM), for inactives: top-dose activity change, negative = inhibition, hits mostly inhibitors; AID 2112; P10253;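 also: 0% = enzyme with vehicle and -100% = no enzyme basal signal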
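Compounds were titrated against alpha-glucosidase in spleen homogenate at pH 5.0, with 1 mM 4-methylumbelliferyl substrate for 40 min at 37 C. Reactions were quenched with pH 10 NaOH/glycine and fluorescence measured.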
GAA glycogen mod – inhibitors or activators of human alpha-glucosidase glycogen cleavage; AID 2100; Potency, µM (series often up to 76.4 µM), for inactives: top-dose activity change, negative = inhibition, usual class: inhibitors; recombinant GAA, glycogen substrate, Amplex Red glucose oxidase fluorescence; 0.38% of 300,000 active; P10253;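 also: 0% = full enzyme reaction and -100% = no-enzyme basal signal; the screen sought inhibitors and activators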
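Natural-substrate format: glycogen cleavage by 4 nM human enzyme, glucose read by Amplex Red coupling (Ex 573, Em 610 nm). Normalized to enzyme and no-enzyme controls.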
TRb-SRC2 inh – inhibitors of human thyroid hormone receptor beta-SRC2 interaction; P10828; Potency, µM (top dose mostly 106 µM), for inactives: top-dose activity change, negative = inhibition, hits mostly inhibitors; AID 1469; TRbeta-SRC2 peptide binding, fluorescence polarization; receptor liganded with 1 µM T3; 0.065% of 280,000 active;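 also: plate controls were bound peptide for no effect and peptide without receptor for full effect; nearly all actives have a fitted effect of over 50% in size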
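Decrease in fluorescence polarization of 20 nM Texas Red SRC2 coactivator peptide flagged inhibition of its binding to 0.6 uM TRb LBD; 1 uM T3 included, incubation 5 hr, ex 555/em 632 nm.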
GAA inh – alpha-glucosidase (human) inhibition | AID 1466 | P10253 | 0.005% of 200,000 active | Potency, µM (titrated, usually from 76.9 µM), without a hit: at the highest dose activity change, negative = inhibition, most hits filed as inhibitors | purified human GAA, 4-MU-alpha-glucoside fluorescence;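 also: plate controls were uninhibited enzyme wells for no effect and no-enzyme background for full effect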
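Fluorescence at Ex 365/Em 440 nm from 4-methylumbelliferone reported enzyme activity after 20 min at room temperature. Reactions used 4 nM enzyme and 400 uM substrate at pH 5.0; curves fitted with the Hill equation.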
Active calls of the source: *; i = inactive; ? = inconclusive; . = not tested or not shown; & = joins results of further samples; [ ] = remark or other dose. Unless noted, calls follow the shape of the dose curve; as a rule, active = well fitted curve in the direction sought with a large enough effect; inconclusive = small, poorly fitted or top-dose-only effect, or another doubt; inactive = no such curve, though single readings can be large; an effect the other way counts as inactive or inconclusive. Unless noted, % is scaled to controls: 0 for no effect and ±100 for the full control effect; potency is read from the fitted curve at half-maximal effect. A portion of the library, so the mix of outcomes need not match the whole.

SMILES	TR SRC2 fluor cs	RGS12 GoLoco inh	RECQ1 inh	L3MBTL1 block	aGlu spleen mod	GAA glycogen mod	TRb-SRC2 inh	GAA inh
CCOC(=O)OCC1OC(C#Cc2ccc(C(C)(C)C)cc2)C=CC1OC(=O)OCC (stereo not drawn)	3%[11.2 µM]	.	i[11.5 µM]	.	8%[17.4 µM]	.	5%[11.2 µM]	.
COc1ccc(N(CC(=O)N2CCN(c3ccccc3F)CC2)S(=O)(=O)c2c(C)n[nH]c2C)cc1	-6%&-3%	-2%	-5%	.	11%	?	-1%&1%	-6%
CCn1c(COc2ccccc2)nnc1SCc1ccc(C#N)cc1	0%	6%	i	5%	1%	1%	2%	-8%
CCn1c2ccccc2n2c(=O)c(=O)n(CC(=O)Nc3ccc(C(C)C)cc3)nc12	-3%	9%	-3%	2%	-9%	11%	3%	0%
Cc1nc2c(c(C)nn2-c2ccccc2)c(C)c1CCC(=O)Nc1ccc(CN2CCCC2)cc1	1%	8%	3%	.	6%	3%	0%	.
CC(=O)Nc1cc2c(cc1C(=O)C(C)C)OCCO2	-2%	2%	i	.	0%	6%	-13%	-7%
CCC[C@H](NC(=O)[C@H](Cc1ccc(O[S+](=O)([O-])O)cc1)NC(=O)OC(C)(C)C)C(=O)NCC(=O)N[C@@H](Cc1c[nH]c2ccccc12)C(=O)N[C@@H](CCC)C(=O)N[C@@H](CC(=O)OCCc1ccccc1)C(=O)O	3%	.	-11%	.	4%	.	6%	.
NC(=O)N1CC(O)CC1C(=O)Nc1ccc(Cl)c(Cl)c1 (stereo not drawn)	4%	11%	i	-4%	-9%	5%	3%	-4%
Cc1ccc(C(=O)Oc2cc(C)n(C)c(=O)c2)cc1	0%	-1%	i	-6%	-4%	0%	-2%	0%
C/C(=N\Nc1nc(C)cc(=O)[nH]1)C1CC1	0%	.	-6%	12%	-2%	?	0%	3%
COC(=O)c1cc(OC)c(OC)cc1NC(=O)Cc1ccccc1[N+](=O)[O-]	1%	0%	i	2%	-1%	1%	1%	-2%
CN(C)/C=N/c1sc2c(c1C#N)CCCCC2	-1%	5%	0%	-4%	-1%	0%	-1%	-6%
COc1ccccc1CN1C[C@@H]2C[C@@H](c3ccccc3OC)N3CCC[C@@]23C1=O	1%	26%	-4%	-1%	5%	-5%	5%	.
CC(C)C(c1nnnn1CC1CCCO1)N1CCN(C2CCCC2)CC1 (stereo not drawn)	1%	.	-9%	-2%	1%	2%	-2%	3%
c1ccc(CCc2nc(-c3ccccc3)no2)cc1	0%	15%	-10%	54%[activator]	-5%	-3%	-1%	4%
CCSc1nncn1/N=C/c1ccc(OC)c(OC)c1	1%	7%	-8%	15%	-15%	-1%	-5%	2%
O=C(C1CC1)N1CCN(c2ccc([N+](=O)[O-])cc2-n2cccc2)CC1	-1%	1%	24%	.	7%	-2%	0%	.
Cc1ccc(/C=c2\sc3nc(-c4cccnc4)nn3c2=O)cc1	0%	30%	-11%	-8%	-1%	0%	0%	-23%
Cc1cc(C)c2c(CCl)cc(=O)oc2c1	-3%	-4%	-2%	.	-4%	4%	-5%	-3%[15.4 µM]
CCCc1cc(=O)[nH]c(SCc2ccc(Cl)cc2)n1	2%	14%	-4%	.	-7%	4%	-12%	-4%
CC(=O)Nc1cccc(OCC(=O)Nc2ccccc2)c1	2%	-24%	5%	-20%[11.4 µM]	-9%	9%	-17%	-5%
O=C(CCN1C(=O)c2ccccc2S1(=O)=O)Nc1ccc2c(c1)OCCO2	-6%	-6%	0%	43%[activator]	1%	2%	-3%	?
C/C(=N\NC(=S)NC1CCCCC1)c1cccc(Br)c1	-2%	.	2%	7%	2%	1%	3%	-16%
COc1ccccc1C1CCCN1Cc1nc(-c2cc3c(cc2Cl)OCO3)oc1C (stereo not drawn)	0%	20%	i	-23%	3%	-6%	6%	-13%
COc1ccc(OC)c(Nc2nc(N)nc(CSc3nnc(N)s3)n2)c1	-6%	4%	-14%	?	-3%	2%	-1%	3%
CCOc1ccc(-c2nnc(SCc3nc4ccccc4[nH]3)n2N)cc1	2%	15%	-3%	.	-2%	1%	7%	-2%
CCOC(=O)c1ccc(N2C(=O)C3CC=C(C)CC3C2=O)cc1 (stereo not drawn)	-1%	5%	-2%	4%	2%	-8%	-13%	0%
Cc1cc(C(=O)NC2Cc3ccccc3C2)c(C)o1	-1%	12%	i	0%	-2%	-1%	-7%	-8%
Cc1ccc2nc(NNC(=O)c3ccc4c(c3)OCCO4)sc2c1	-2%	-10%	-5%	-25%	-8%	-7%	6%	2%
COC(=O)N/N=C/c1cc(N=Nc2ccccc2)ccc1O	-3%	-4%	-10%	-9%	1%	-5%	8%	.
COc1ccc(-c2ccnc(SCC(=O)Nc3ccccn3)n2)cc1	-1%	-6%	-2%	10%	-10%	3%	2%	?
CC1(C)C(=O)Nc2ccccc2N1C(=O)COC(=O)C1CCCCC1	-1%	1%	i	.	2%	1%	-3%	-4%
Fc1ccc(C2=NOC(c3nnc(-c4ccccc4)o3)C2)cc1 (stereo not drawn)	0%	3%	i	.	0%	0%	-10%	.
CNC(=S)N/N=C/c1c(Cl)cccc1Cl	1%	5%	-1%	4%	6%	-11%	0%	-11%
COc1ccc2oc(=O)c(-c3nc(C)cs3)cc2c1	-1%	6%	-7%	4%	-14%	5%	2%	-2%[15.4 µM]
CC(=O)c1ccc(Nc2cc(C)nc3nc(C)nn23)cc1	0%	8%	-13%	7%	-2%	5%	-8%	-5%
CCc1cccc(CC)c1NC(=S)N(CCN(C)C)C(C)c1cccnc1 (stereo not drawn)	-6%	8%	6%	.	3%	11%	4%	0%
CCN(CC)S(=O)(=O)c1ccc(OC)c(NC(=O)c2cc(C)on2)c1	1%	8%	-5%	7%	-2%	7%	0%	1%
CCN(CC(=O)NC1CCS(=O)(=O)C1)S(=O)(=O)c1ccc2ccccc2c1 (stereo not drawn)	0%	4%	i	0%	7%	4%	3%	-3%
CCOC(=O)N1CCN(S(=O)(=O)c2cc3c(cc2C)NC(=O)CO3)CC1	-1%	.	i	5%	-7%	-1%	-4%	-2%
CC1(C)Cc2c(c(=S)nc(-c3ccccc3)n2CCN2CCOCC2)CO1	-3%	-4%	0%	-5%	2%	1%	-2%	-11%
O=S(=O)(c1ccc2ccccc2c1)N1CCN(S(=O)(=O)N2CCCCC2)CC1	0%	-5%	0%	.	-5%	3%	5%	-3%
COc1ccc(CCNC2=C(Cl)C(=O)N(CCc3ccc(OC)c(OC)c3)C2=O)cc1OC	0%	1%	i	.	-21%	-5%	-12%	-4%
COc1ccccc1-n1cnc2cc(NC(=O)c3ccco3)ccc21	-2%	4%	i	.	2%	0%	-11%	1%
COc1cc(C2Nc3ccc4ncccc4c3C3=C2C(=O)CCC3)cc(OC)c1O (stereo not drawn)	0%	-31%	i	30%[11.4 µM]	-5%	45µM*	5%	-3%
CNc1sc(C(=O)c2ccc(F)cc2)c(N)c1-c1nc2ccccc2s1	-2%	-9%	-3%	.	-6%	-1%	3%	-1%
O=C(Nc1nc2ccc(Cl)cc2s1)c1ccc(Br)o1	0%	13%	0%	-2%	7%	-1%	-2%	-12%
O=C(O)c1cc(Cl)ccc1NC(=O)C1CCCO1 (stereo not drawn)	-1%	5%	i	6%	-5%	-8%	0%	-4%
CCN(C(=S)Nc1ccc(OC(F)F)cc1)C1CCCCC1	-5%	6%	-8%	.	-6%	-15%	-7%	-7%
O=C(O)C1CC=C(Cl)CC1C(=O)NCc1ccccc1 (stereo not drawn)	1%	7%	-7%	50%[activator]	-1%	-2%	-4%	-4%
CCCn1c(C)nc2c(NCCN(C(C)C)C(C)C)nc(C)nc21	0%	12%	-3%	.	6%	.	2%	.
Cc1ccccc1NC(=O)c1ccc(CSc2ncccn2)cc1	1%	6%	-4%	7%	3%	1%	3%	-4%
O=C(Nc1ccc(N2CCOCC2)cc1N1CCOCC1)c1ccco1	-3%	-17%	-3%	6%	3%	1%	-7%	?
CC(=O)Nc1ccc(NC(=O)CCC(=O)NCCO)cc1	1%	3%	-4%	-6%	0%	8%	-5%	?
COc1ccc(C(=O)N2c3ccccc3C(=O)OC2c2ccc3c(c2)OCO3)cc1 (stereo not drawn)	-6%	-4%	-8%	.	-3%	1%	2%	-3%
O=C(c1cc(N2C(=O)C3C4CCC(C4)C3C2=O)ccc1Cl)N1CCN(c2ccccc2)CC1 (stereo not drawn)	0%	-12%	0%	5%	-4%	9%	-8%	-3%
Cn1c(=O)c2cc(S(=O)(=O)NCCC(=O)NCCC3=CCCCC3)ccc2n(C)c1=O	-2%	8%	-4%	4%	1%	4%	-10%	-1%
Cc1ccnc(N2CCC(C(=O)Nc3ccc4c(c3)OCCO4)CC2)n1	-7%	11%	i	-1%	0%	8%	-2%	-4%
CC[C@@H](C)[C@@H](C(=O)N1CCN(C(=O)OC(C)(C)C)CC1)n1cc(CCCN=C(NC(=O)OC(C)(C)C)NC(=O)OC(C)(C)C)nn1	-3%	7%	-22%	3%	-5%	-8%	-1%	.
NNC(=O)c1ccc(COc2ccc3ccccc3c2)o1	0%	1%	-5%	-14%	2%	-26%	1%	.

Looked up above:
TR SRC2 fluor cs, O=C(O)c1cc(Cl)ccc1NC(=O)C1CCCO1 (stereo not drawn) stands at -1%
GAA glycogen mod, COc1ccccc1-n1cnc2cc(NC(=O)c3ccco3)ccc21 stands at 0%

Compound profiles (already shown). Screens in order: TR SRC2 fluor cs | RGS12 GoLoco inh | RECQ1 inh | L3MBTL1 block | aGlu spleen mod | GAA glycogen mod | TRb-SRC2 inh | GAA inh
CCCn1c(C)nc2c(NCCN(C(C)C)C(C)C)nc(C)nc21 as listed: 0% | 12% | -3% | . | 6% | . | 2% | .
O=C(Nc1nc2ccc(Cl)cc2s1)c1ccc(Br)o1 as listed: 0% | 13% | 0% | -2% | 7% | -1% | -2% | -12%

High-throughput results (PubChem BioAssay)
